Rab9 promoter act: activates the Rab9 promoter; Huh7 Rab9 promoter-luciferase reporter, luminescence, 24 h; Potency, µM (series often up to 9.22 µM), for inactives: at the top dose activation, negative = inhibition, most hits filed as activators; 320,000 compounds, 2.8% hits; AID 485297; also: potency is read from the fitted curve at half-maximal effect; % of control where 0% means no effect; nearly all actives have a fitted effect of over 60% in size
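Huh7 cells stably carrying Rab9 promoter–luciferase reporter, plated 1500 cells/well, compound added after 2 h and incubated 24 h at 37 °C; luciferase luminescence then read after 10 min with detection reagent.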
Menin-MLL TR inh: inhibitors of human menin-MLL interaction, mutant MLL peptide | O00255 | Menin + Texas Red MLL mutant peptide, fluorescence polarization | Potency, µM (series often up to 61.6 µM), inactives show at the highest dose FP activity change, negative = inhibition, actives largely listed as inhibitors | 270,000 compounds, 0.23% hits | AID 1768; active = well fitted inhibition curve with a large enough effect in the polarisation, with a control signal flat, not every such curve was filed as active; inconclusive = small, poorly fitted or top-dose-only effect, or effect the other way, or a change in a side signal; inactive = no such curve, though single readings can be large or run the other way; the % refers to the polarisation; also: potency is read from the fitted curve at half-maximal effect; % of control where 0% means no effect; many of its hits are not listed in these tables
p53 reactivation: re-activators of mutant p53 | H1299 p53-A138V BP100-luciferase reporter, luminescence, 24 h | Potency, µM (top dose mostly 92.2 µM), inactives show at the highest dose activity change, positive = activation, most hits filed as activators | 320,000 compounds, 0.063% hits; also: potency is read from the fitted curve at half-maximal effect; % of control where 0% means no effect; nearly all actives have a fitted effect of over 45% in size
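p53-null H1299 cells stably carrying temperature-sensitive p53-A138V and a BP100-luciferase reporter were pinned with compounds (4-point, 1:5 series) and held 24 hrs at 37 deg C. Luminescence was read 10 min after detection reagent.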
Gal4-VP16 FLuc: Gal4-VP16 reporter inhibition counter-screen; 310,000 compounds, 3.5% hits; Potency, µM (series often up to 53.6 µM), inactives show at the highest dose activity, negative = inhibition, most hits filed as inhibitors; Drosophila S2 Gal4-VP16 UAS-luciferase, luminescence, 20 h;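 also: Gal4-VP16 expression switched on by copper sulfate through the metallothionein promoter; potency is read from the fitted curve at half-maximal effect; % is scaled to controls: 0 for no effect and ±100 for the full control effect; nearly all actives have a fitted effect of over 50% in size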
RORgamma inh: inhibitors of mouse ROR gamma transcriptional activity. P51450. Drosophila S2 Gal4-RORgamma UAS-luciferase reporter, 20 h. Potency, µM (top dose mostly 53.6 µM), for the others: top-dose activity change, negative = inhibition, actives largely listed as inhibitors. 310,000 compounds, 5.4% hits; also: potency is read from the fitted curve at half-maximal effect; % is scaled to controls: 0 for no effect and ±100 for the full control effect; nearly all actives have a fitted effect of over 60% in size
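Drosophila S2 cells stably expressing Gal4-DBD/mouse RORγ fusion under metallothionein promoter plus UAS-luciferase; compound 1 h, then 700 uM CuSO4 induction for 20 h at ambient temperature; inhibition read as reduced luminescence.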
Giardia killer: Giardia lamblia killing; Giardia lamblia trophozoite viability; activity change, % at 7.66 µM, hits read low; 340,000 compounds, 0.15% hits; in the data active = activity change below about -80%; inconclusive = between about -30% and that limit;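 also: parasites exposed to compound for two days anaerobically before the ATP read; % is scaled to controls: 0 for no effect and ±100 for the full control effect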
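Luminescence from cellular ATP indicates surviving trophozoites (100 cells/well) following 48 hrs anaerobic compound treatment at 37 deg C; signal develops 15-30 min at room temperature.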
ELG1 genotox: genotoxicity induction in ELG1-luciferase HEK293T cells. HEK293T ELG1-luciferase reporter, luminescence, 16 h. Potency, µM (doses to about 46 µM), inactives show at the top dose activity change, positive = activation, most hits filed as activators. 330,000 compounds, 1.3% hits. AID 504466; also: potency is read from the fitted curve at half-maximal effect; % of control where 0% means no effect; nearly all actives have a fitted effect of over 60% in size
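16 hr compound incubation (37 °C, 5% CO2) of HEK293T cells carrying luciferase-tagged ELG1; luciferase then measured by ONE-Glo luminescence after 30 min at RT.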
PKM2 activator: increases activity of human pyruvate kinase M2; 260,000 compounds, 0.34% hits; purified PKM2, Kinase-Glo ATP luminescence, activation; response scale: 0% is enzyme alone, no compound; P14618; Potency, µM (titrated, usually from 57.5 µM), inactives show at the top dose activation, most hits filed as activators; also: potency is read from the fitted curve at half-maximal effect; % is scaled to controls: 0 for no effect and ±100 for the full control effect; nearly all actives have a fitted effect of over 55% in size
Target sequence (P14618 whole entry, looked up): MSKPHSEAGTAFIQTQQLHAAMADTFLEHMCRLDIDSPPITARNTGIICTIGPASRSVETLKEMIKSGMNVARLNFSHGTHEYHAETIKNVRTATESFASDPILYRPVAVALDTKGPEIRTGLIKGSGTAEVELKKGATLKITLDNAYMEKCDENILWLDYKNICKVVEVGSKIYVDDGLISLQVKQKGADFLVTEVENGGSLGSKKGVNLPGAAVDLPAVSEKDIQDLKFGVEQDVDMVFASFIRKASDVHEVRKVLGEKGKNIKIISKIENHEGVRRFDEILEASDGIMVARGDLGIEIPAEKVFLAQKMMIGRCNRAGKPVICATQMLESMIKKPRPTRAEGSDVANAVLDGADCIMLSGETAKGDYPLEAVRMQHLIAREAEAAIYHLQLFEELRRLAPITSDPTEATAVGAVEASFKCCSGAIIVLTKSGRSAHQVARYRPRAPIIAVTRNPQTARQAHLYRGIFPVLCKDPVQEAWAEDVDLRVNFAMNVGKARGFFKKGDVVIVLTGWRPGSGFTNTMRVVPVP
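hPK-M2, >95% pure; 0.1 mM ADP / 0.5 mM PEP final; imidazole pH7.2 buffer w/ 7 mM MgCl2, 50 mM KCl; 1 h RT; Kinase-Glo lum. Intermediate enzyme activity for dual inhibitor/activator qHTS.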
BRCA1 expr up: activators of BRCA1 expression. MCF7-BRCA1-FFLuc reporter, luminescence, 48 h; response scale: scaled: vehicle 0%, 10 µM genistein 100%. Potency, µM (titrated, usually from 46.1 µM), for the others: at the highest dose activation, hits mostly activators. 380,000 compounds, 1.1% hits; also: potency is read from the fitted curve at half-maximal effect; nearly all actives have a fitted effect of over 80% in size; some results filed as inactive show a strong effect at the top dose
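Reporter cells (MCF7, BRCA1 promoter-firefly luciferase) received library compounds across a concentration series for 48 h. End-point luminescence was measured and concentration-effect curves derived after normalization.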
FLuc modulator: inhibits or activates purified firefly luciferase, miR-21 counter-screen | P08659 | purified FLuc, Km substrates, luminescence inhibition | Potency, µM (titrated, usually from 57.5 µM), inactives show top-dose activity change, negative = inhibition, actives largely listed as inhibitors | 360,000 compounds, 6.9% hits | AID 588342;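 also: potency is read from the fitted curve at half-maximal effect; plate controls were vehicle for no effect and reference inhibitor for full effect; nearly all actives have a fitted effect of over 55% in size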
Target sequence (P08659 whole entry, looked up): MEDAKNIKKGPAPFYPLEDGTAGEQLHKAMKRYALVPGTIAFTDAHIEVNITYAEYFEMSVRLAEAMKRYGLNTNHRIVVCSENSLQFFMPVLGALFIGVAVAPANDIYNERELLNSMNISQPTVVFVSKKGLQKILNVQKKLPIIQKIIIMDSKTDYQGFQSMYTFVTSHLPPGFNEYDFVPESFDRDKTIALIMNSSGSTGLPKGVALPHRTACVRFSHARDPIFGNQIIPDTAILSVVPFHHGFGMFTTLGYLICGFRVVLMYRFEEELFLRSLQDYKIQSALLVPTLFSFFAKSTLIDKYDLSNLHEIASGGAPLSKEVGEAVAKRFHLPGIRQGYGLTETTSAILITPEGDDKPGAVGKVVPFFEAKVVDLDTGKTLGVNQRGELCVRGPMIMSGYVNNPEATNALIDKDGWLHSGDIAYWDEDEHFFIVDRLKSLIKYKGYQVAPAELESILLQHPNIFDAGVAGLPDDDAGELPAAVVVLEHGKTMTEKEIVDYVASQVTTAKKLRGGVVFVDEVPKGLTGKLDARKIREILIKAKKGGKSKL
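Purified P. pyralis luciferase, 10 nM final, with Km-level 10 uM D-luciferin and 10 uM ATP in 50 mM Tris acetate pH 7.5, 10 mM Mg acetate, 0.01% Tween-20, 0.05% BSA; 6-point qHTS titration about 60 µM downward; luminescence read.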
NPC1 promoter act: activators of NPC1 promoter; Huh7 NPC1 promoter luciferase reporter, 24 h; Potency, µM (series often up to 9.22 µM), inactives show at the top dose activation, actives largely listed as activators; 320,000 compounds, 2.4% hits; AID 485313;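 also: potency is read from the fitted curve at half-maximal effect; % of control where 0% means no effect; nearly all actives have a fitted effect of over 60% in size; reporter is driven by a mutant NPC1 promoter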
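In 1536-well qHTS, Huh7 cells harboring an NPC1 promoter–luciferase construct received compound for 24 h; activation was quantified by luminescence following luciferase reagent addition.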
Active calls of the source: *; ? = inconclusive; . = not tested or not shown; & = joins results of further samples; [ ] = another dose, or the depositor's remark. Unless noted, calls follow the shape of the dose curve; as a rule, active = well fitted curve in the direction sought with a large enough effect; inconclusive = small, poorly fitted or top-dose-only effect, or another doubt; inactive = no such curve, though single readings can be large; an effect the other way counts as inactive or inconclusive. This is a subset (hit frequency here may not be typical).

SMILES	Rab9 promoter act	Menin-MLL TR inh	p53 reactivation	Gal4-VP16 FLuc	RORgamma inh	Giardia killer	ELG1 genotox	PKM2 activator	BRCA1 expr up	FLuc modulator	NPC1 promoter act
c1ccc(OCCCc2nc(-c3ccccn3)no2)cc1	3.7%[1.84 µM]	-17.8%	?	-2.6%	35.4%	11.1	18.4µM*	-13.1%	?	?	?
CCn1nnc(NC(=S)NC(=O)c2ccc(-c3cccc(Cl)c3)o2)n1	-1.5%	.	-0.3%	2.82µM*	0.282µM*	-5.6	2.3%	0.3%	17.2%	-3.1%	-2.7%
CCOC(=O)c1ccc(NC(=O)c2ccc(OC(C)C)c(OC)c2)cc1	0.4%	26.5%	2.2%	-12.8%	-3.3%	11.6	-17.9%	3.8%	4.1%	?	0.2%
COc1cc(CCC(=O)N2CC(C)OC(C)C2)cc(OC)c1OC (stereo not drawn)	2.7%	.	9.4%	1.6%	-12.6%	-10.6	1.0%	-0.5%	1.7%	1.6%	-1.2%
O=C(C1CCC1)N1CCN(S(=O)(=O)c2ccc(Br)cc2Cl)CC1	-2.2%	.	0.7%	.	.	11.8	-5.6%	.	-29.0%	4.8%	5.0%
O=C(C1CCCN(Cc2ccccc2Cl)C1)N1CCCCC1 (stereo not drawn)	-6.8%	-22.8%	7.1%	-3.3%	17.9%	-21.6	-3.2%	.	-12.8%	2.0%	-7.0%
COc1ccc(CCNC(=O)C(=O)NCC2OCCN2S(=O)(=O)c2ccc(C)cc2)cc1OC (stereo not drawn)	-16.7%	-24.0%	-6.8%	10µM*	6.2%	3.3	-1.1%	-1.4%	5.0%	-7.7%	5.5%
CCC1(C)Cc2c(C#N)c(N)n(-c3ccccc3)c(=O)c2CO1 (stereo not drawn)	-3.0%	3.4%	-4.6%	2.2%	10.3%	14.5	-4.8%	-7.0%	4.0%	1.9%	-3.4%
CC(Nc1cccnc1)=C(C#N)C#N	-0.6%	1.1%	4.4%	12.3%	11.6%	-5.3	-1.2%	0.6%	8.7%	3.2%	-11.2%
CCCCCC(=O)N1CCN(S(=O)(=O)c2ccc3c(c2)OCCO3)CC1	1.1%	.	-4.4%	.	.	-8.0	0.6%	.	-9.6%	-0.6%	-0.5%
O=C(Nc1ccc2oc(-c3ccc4ccccc4c3)nc2c1)c1ccc2c(c1)OCCO2	?	-11.4%	22.1%	-24.1%	-13.5%	-16.4	7.2%	1.6%	45.1%	-1.5%	?
CCOC(=O)N1CCc2c(sc3nc(SC(C)C)n(N)c(=O)c23)C1	-1.3%	-24.8%	-35.8%[inhibitor]	?	?	-5.8	-0.4%	-11.2%	-26.8%	-16.2%	-4.7%
O=C(NCC1CCCO1)c1ccc(NS(=O)(=O)c2cccc([N+](=O)[O-])c2)cc1 (stereo not drawn)	0.6%	4.5%	0.0%	-4.8%	-10.5%	-9.3	-0.9%	-1.2%	0.0%	-1.6%	-3.5%
O=C(Nc1ccccc1F)c1cc2c(s1)-c1ccccc1S(=O)(=O)C2	10.9%	.	?	-26.4%	?	34.7[activator]	3.4%	-2.6%	23.0%	-2.5%	8.8%
Cc1ccc(NN2C(=O)C=CC2=O)cc1	-0.5%	-4.4%	-1.1%	-13.0%	3.8%	7.6	-1.5%	-6.7%	-2.7%	2.3%	-1.0%
COCCN1C(=O)C(=O)/C(=C(/O)c2ccc3c(c2)OCCO3)C1c1ccc(C(=O)OC)cc1 (stereo not drawn)	3.2%	-15.4%	3.0%	0.6%	21.1%	47.3[activator]	0.7%	2.2%	4.6%	-0.5%	-3.0%
O=C(NC1CCCC1)C1CCN(C(=O)c2ccc(-c3ccccc3)cc2)CC1	-1.7%	5.9%	-2.1%	0.0%	21.7%	21.0	-5.7%	0.2%	-13.5%	4.0%	-2.5%
COC(=O)c1cccc(Nc2cc(C)nc(-c3ccccc3O)n2)c1	-13.4%	?	6.0%	-2.9%[0.365 µM]	76.4%	-14.7	-34.0%[inhibitor]	-10.0%	-79.9%	-0.5%	8.6%
O=C(NC1CCS(=O)(=O)C1)/C(=C\c1ccco1)NC(=O)c1ccccc1 (stereo not drawn)	2.0%	.	0.2%	-15.9%	1.7%	-12.7	-2.1%	-3.4%	-14.7%	-0.3%	-2.9%
Cc1ccc(-c2cc(-c3ccc(F)cc3)nc(N)c2C#N)o1	11.2%	31.4%	-6.6%	-27.7%	0.0%	-5.8	6.3%	?	-43.4%	2.4%	-0.2%
CCCCOC(=O)NC1(C)CCS(=O)(=O)C1 (stereo not drawn)	-5.2%	-11.0%	4.4%	-4.8%	-17.9%	-19.4	1.4%	-5.9%	34.2%	2.2%	-3.2%
Nc1ccc(C(=O)Nc2ccco2)cc1	21.0%	9.3%	?	8.0%	?	-0.4	11.0%	-1.8%	?	-1.2%	13.5%
COc1ccc(C(=O)CSc2nnc(-c3ccccn3)n2Cc2ccco2)cc1	0.1%	4.1%	2.2%	1.5%	24.8%	2.9	0.5%	-7.4%	2.9%	-10.9%	3.7%
CC(C1CC1)N(Cc1ccccc1)C(=S)Nc1cccc(C(F)(F)F)c1 (stereo not drawn)	1.4%	27.1%	3.8%	?	11.2µM*	8.4	-5.8%	-13.6%	-30.2%	1.9%	2.5%
COc1ccc(Oc2ccccc2/C=N/O)cc1	4.8%	17.7%	4.6%	-1.6%	1.5%	3.1	-7.0%	0.4%	-0.9%	2.3%	-1.4%
O=C(CNC(=O)c1cccc(F)c1)N/N=C/C=C/c1ccccc1	-1.8%	9.1%	-2.0%	-8.0%	-39.7%	3.1	-0.2%	8.4%	-2.5%	-2.0%	-0.8%
Cc1cccc(OCC(=O)NCCCNC(=O)c2ccc(C)nc2)c1	0.2%	-6.4%	-1.4%	3.3%	30.6%	15.9	0.5%	0.7%	-9.8%	-1.1%	0.2%
CCCC(=O)Nc1ccc(C(=O)NNC(=O)COc2ccc(Br)c(C)c2)cc1	-3.9%	?	-2.5%	5.9%	-11.6%	10.9	-1.0%	-2.9%	-12.3%	0.8%	1.0%
Cc1ccccc1Cc1c(C)nc2nc(SCC(=O)NCc3ccco3)nn2c1C	9.9%	?	?	-0.2%	30.5%	-1.4	-3.5%	11.3%	-6.3%	-1.9%	-6.6%
COc1ccc(-c2nnc(Nc3ccc(CC(N)=O)cc3)c3ccccc23)cc1	-1.4%	13.7%	-17.6%	-4.6%	30.5%	?	1.6%	-10.7%	-25.0%	-12.7%	-0.5%
NNc1nc(-c2ccccc2Cl)nc2ccccc12	12.7%	-4.0%	?	8.7%	-6.3%	5.0	3.7%	-1.4%	-8.5%	-19.8%	9.4%
CCOc1cc(CNC(=O)CCCn2c(=O)c3cccn3c3cccnc32)cc(OCC)c1OCC	-3.3%	.	-6.4%	0.8%	44.6%	-21.8	-8.1%	.	-20.6%	0.5%&-12.8%	-2.6%
CCCn1c(CNC(=O)Cc2ccccc2)nc2ccccc21	-6.6%	3.9%	6.9%	.	5.3%[0.365 µM]	0.8	-6.4%	1.5%	1.6%	1.0%	-1.5%
CC1=NN(C(=O)c2ccccc2C)C(O)(c2ccc(Cl)cc2)C1 (stereo not drawn)	4.7%	-2.0%	4.9%	7.94µM*	6.31µM*	-16.2	-2.3%	-2.4%	-33.1%	0.0%	2.2%
O=C(CSc1ncnc2nc[nH]c12)N1CCN(c2ccc(Cl)cc2)CC1	-4.5%	12.6%	-3.4%	-15.2%	?	-0.4	-8.9%	-0.5%	-61.9%	2.3%	2.2%
CCCCC(=O)Nc1cccc(NC(=S)NC(=O)C(C)C)c1	-0.2%	20.5%	5.5%	22.3%	0.0%	-12.7	-2.0%	-10.4%	-26.0%	-5.8%	-2.5%
CC(=O)c1ccc(S(=O)(=O)N2CCN(S(=O)(=O)c3ccccc3C(F)(F)F)CC2)cc1	-3.5%[1.84 µM]	-4.3%	-4.5%	4.6%	-2.9%	28.9	0.9%	.	-0.5%	0.7%	-6.1%
COC(=O)COc1ccc(S(=O)(=O)N2CCN(c3ccc(F)cc3)CC2)cc1	-7.2%	0.5%	0.8%	2.5%	-3.8%	14.0	-3.7%	14.1%	-0.3%	-0.4%	0.2%
O=C(CSCc1ccc(F)cc1)NCc1ccc(F)cc1	-4.9%	-7.7%	-2.1%	-0.5%[10 µM]	25.8%	-3.3	-3.1%	0.4%	0.9%	-0.8%&0.6%	-0.4%
COc1ccc(CN=CC2=C(O)CNC2=O)cc1OC	2.5%	-14.3%	10.2%	-0.7%	-6.0%	-1.3	0.6%	-4.2%	6.5%	-0.5%	1.2%

From PubChem
